High-throughput results: PubChem, several laboratories
SUMO1 PPI mod – modulators of SUMO1 protein-protein interactions, primary screen, biochemical, uHTS | AID 602429, 2012 | actives 0.33% (n = 360,000) | SUMO1 binding to a labelled peptide, TR-FRET, 1 h | inhibition, % at 20 µM; in the data active means inhibition above about 37%
Target sequence (P63165 whole entry, looked up): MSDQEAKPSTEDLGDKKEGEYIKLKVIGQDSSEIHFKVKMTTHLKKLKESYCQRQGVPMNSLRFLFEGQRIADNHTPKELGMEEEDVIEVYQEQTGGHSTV
DNMT1 inh – human DNMT1 methyltransferase inhibitors, primary screen, biochemical, molecular beacon, fluorescence, HinP1I cleavage, uHTS | inhibition (reported as % activation of signal), % at 10 µM | actives 0.83% (n = 360,000) | DNA (cytosine-5)-methyltransferase 1 (Homo sapiens), P26358 | AID 588458, 2011; in the data active means inhibition above about 50%
SKN-1 inh – suppressors of acrylamide-induced Pgst-4::GFP reporter in worms, primary screen, SKN-1 inhibitor project, whole organism, uHTS, GFP/RFP fluorescence ratio, strain VP596; inhibition, % at 21.8 µM; actives 0.49% (n = 360,000); C. elegans VP596 Pgst-4::GFP/RFP ratio, 24 h;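 active means interference check ratio from 0.5 to 1.5 plus GFP to RFP signal ratio inhibition reaching or exceeding a fixed threshold, cut at about 30% in these data, passing the limit was not always enough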; further: some compounds called inactive have numbers as strong as hits
CendR NRP1 mod – modulators of CendR peptide binding to NRP-1, primary screen, biochemical, fluorescence polarization, uHTS | Neuropilin-1 (Homo sapiens), O14786 | FAM-RPARPAR peptide binding to NRP-1 | inhibition, % at 25 µM | actives 0.85% (n = 360,000) | AID 602438, 2012;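 active means inhibition or corrected inhibition above about 18%, plus a signal ratio from 0.5 to 1.5, limit read from the data, passing the limit was not always enough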; further: strong numbers were not always called active
Target sequence (O14786 whole entry, looked up): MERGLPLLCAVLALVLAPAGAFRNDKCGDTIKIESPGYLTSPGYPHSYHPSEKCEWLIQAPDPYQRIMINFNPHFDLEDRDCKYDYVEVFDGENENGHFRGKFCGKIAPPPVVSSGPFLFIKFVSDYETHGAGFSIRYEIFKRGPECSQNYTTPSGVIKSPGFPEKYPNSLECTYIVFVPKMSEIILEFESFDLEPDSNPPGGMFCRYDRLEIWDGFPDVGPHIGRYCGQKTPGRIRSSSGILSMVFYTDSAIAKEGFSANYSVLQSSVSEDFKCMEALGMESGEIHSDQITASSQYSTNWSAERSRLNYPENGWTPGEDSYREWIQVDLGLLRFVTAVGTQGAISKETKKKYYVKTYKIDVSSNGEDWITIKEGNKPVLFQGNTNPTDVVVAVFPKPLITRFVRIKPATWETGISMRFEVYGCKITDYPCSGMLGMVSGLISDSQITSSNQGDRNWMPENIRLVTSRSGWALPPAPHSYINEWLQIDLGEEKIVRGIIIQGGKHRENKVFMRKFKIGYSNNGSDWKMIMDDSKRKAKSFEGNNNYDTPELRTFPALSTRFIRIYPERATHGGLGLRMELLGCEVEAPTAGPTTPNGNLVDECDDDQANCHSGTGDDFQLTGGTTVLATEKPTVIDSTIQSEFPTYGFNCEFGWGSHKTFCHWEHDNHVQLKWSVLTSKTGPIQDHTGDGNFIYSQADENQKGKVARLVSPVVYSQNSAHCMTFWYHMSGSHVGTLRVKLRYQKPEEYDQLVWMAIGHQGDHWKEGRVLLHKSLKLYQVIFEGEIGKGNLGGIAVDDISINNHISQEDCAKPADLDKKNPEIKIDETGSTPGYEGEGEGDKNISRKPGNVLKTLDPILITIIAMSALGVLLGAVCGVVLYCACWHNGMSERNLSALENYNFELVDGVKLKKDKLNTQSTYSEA
Neddyl block – inhibitors of cullin neddylation, primary screen, biochemical, TR-FRET, uHTS, NAE and Ubc12; calls only at 25 µM; NEDD8-conjugating enzyme Ubc12 (Homo sapiens) + NEDD8-activating enzyme E1 regulatory …; actives 0.58% (n = 360,000); in the data active means inhibition above about 36%
LMPTP block – LMPTP phosphatase inhibitors, primary screen, biochemical, fluorescence intensity, uHTS; Low molecular weight phosphotyrosine protein phosphatase (Homo sapiens), P24666; recombinant LMPTP-A, OMFP fluorogenic substrate; inhibition, % at 20 µM; actives 0.22% (n = 360,000); AID 651560, 2012;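 active means compounds that cut the enzyme signal by at least half of the control window in the single-dose screen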;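 further: plate controls were DMSO wells with enzyme plus substrate for no effect and substrate without enzyme for full effect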
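Buffer or medium: Bis-Tris pH 6.0, DTT, detergent; Assay system: LMPTP-A enzyme; Quantity: 0.625 nM enzyme; Detection: endpoint fluorescence intensity; Times: 50 min dark incubation at room temperature; Controls: substrate-only low control, DMSO enzyme-plus-substrate high control; Doses: single 20 µM dose; Read-out: percent inhibition versus substrate-only and uninhibited controls; Reagent: 400 µM OMFP.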
NadD block – inhibitors of S. aureus NadD, primary screen, biochemical, colorimetric, uHTS; Nicotinate-nucleotide adenylyltransferase NadD (Staphylococcus aureus N315); purified NadD enzyme, colorimetric absorbance read-out; inhibition, % at 20 µM; actives 0.78% (n = 360,000); AID 602399, 2012; in the data active means inhibition above about 26%; further: some compounds past the cut are filed as inactive
STEP inh – STEP phosphatase inhibitors, primary screen, biochemical, fluorescence intensity, uHTS; inhibition, % at 20 µM; Tyrosine-protein phosphatase non-receptor type 5 (Homo sapiens), P54829; actives 0.25% (n = 360,000); recombinant STEP, OMFP fluorogenic substrate; AID 588621, 2011;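 active means inhibition at 20 µM, scaled per plate between control wells, above about 37%, limit read from the data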;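 further: 0% = DMSO with enzyme and substrate and 100% = substrate only without enzyme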
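Material: STEP (striatal-enriched tyrosine phosphatase) enzyme, cell-free | Medium: 50 mM Bis-Tris pH 6.0 with 2.5 mM DTT and 0.005% Tween 20 | Read-out: Percent inhibition scaled to no-enzyme and uninhibited-enzyme controls, plate-pattern corrected | Signal: Fluorescence read at 480 nm ex / 540 nm em | Times: 20 min reaction, room temperature, in the dark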
Scp-1 inhibitor – Scp-1 phosphatase inhibitors, primary screen, biochemical, colorimetric, uHTS; Carboxy-terminal domain RNA polymerase II polypeptide A small phosphatase 1 (Homo …; Recombinant Scp1, phosphopeptide, malachite green phosphate absorbance; actives 0.88% (n = 340,000); AID 493091, 2011; inhibition, % at 20 µM;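 active means inhibition above about 50% at 20 µM, limit read from the data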;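 further: plate controls were DMSO wells with enzyme for no effect and wells lacking enzyme for full effect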
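Test system: SCP-1 phosphatase catalytic domain, residues 76-261; measured by: colorimetric phosphate reagent with accelerator and stabiliser, absorbance at 630 nm; timing: enzyme reaction 45 min at room temperature, colour 5 min, stabilisation 30 min; also added: Phosphorylated 17-residue peptide substrate; compound dosing: one concentration, 20 µM, with 1.0% DMSO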
TbMetRS inhib – T. brucei MetRS inhibitors, primary screen, biochemical, luminescence; purified T. brucei MetRS, ATP depletion, Kinase-Glo luminescence; actives 0.4% (n = 360,000); inhibition, % at 11.9 µM; methionyl-tRNA synthetase (Trypanosoma brucei brucei);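 active means inhibition above a per-plate cutoff of the control wells' mean inhibition plus 3 SD, cut at about 5.5% in these data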;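 further: 0% = DMSO wells median and 100% = median of wells with control inhibitor compound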
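Measured by: Kinase-Glo luciferase luminescence reporting remaining unconsumed ATP. Material: purified T. brucei MetRS enzyme. Doses: 11.9 µM compound single dose, 0.9% DMSO. Medium: HEPES buffer containing pyrophosphatase, BSA, spermine, DTT. Times: 15 min preincubation, 2 h reaction, all 25 °C. Reagent: methionine, ATP and bulk E. coli tRNA.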
An asterisk follows results filed as active; i = inactive; . = no result given.

Every second line gives: DNMT1 inh, NadD block, STEP inh, Neddyl block, LMPTP block, Scp-1 inhibitor, TbMetRS inhib, CendR NRP1 mod, SUMO1 PPI mod, SKN-1 inh
1. COc1cccc(C2c3c(-c4ccccc4O)n[nH]c3C(=O)N2Cc2ccco2)c1 (stereo not drawn)
→ -3, 7, 0, i, 1.7, -6, 0.0, 1, 4, 7
2. CSCCC(NS(=O)(=O)c1ccc(C)cc1C)C(=O)Nc1cccnc1 (stereo not drawn)
→ 0, 1, 0, i, 0.3, -7, 0.3, 0, -1, -9
3. C=CCNC(=O)C1CCN(S(=O)(=O)c2ccc3ccccc3c2)CC1
→ 0, -2, -1, i, -1.0, -2, -0.2, -4, -3, 8
4. CCC(CC)c1nnc(NC(=O)COc2ccc3c(C)cc(=O)oc3c2)s1
→ 7, 0, -10, i, 1.6, 18, -1.2, -7, -2, -3
5. C=COCCNC(=O)C1CC(=O)N(c2ccc(C)cc2)C1 (stereo not drawn)
→ 0, -4, -2, i, -1.1, -7, -0.6, -9, -2, -6
6. CCOC(=O)C(CC)n1cnc2c(nnn2-c2ccccc2)c1=O (stereo not drawn)
→ 1, 10, 0, i, 0.3, -14, 0.0, 1, -8, 5
7. O=C(C1COc2ccccc2O1)N1CCN(c2ccc([N+](=O)[O-])cc2)CC1 (stereo not drawn)
→ 39, 21, 5, i, 6.5, 25, 0.0, -3, -29, 7
8. COc1ccc(Nc2nc(-c3cccs3)nc3ccccc23)c(OC)c1
→ -15, 0, 1, ., 7.2, 0, -0.1, -7, 2, 10
9. COc1ccc(Nc2cc(C)nc3nc(C)nn23)cc1Cl
→ 0, 0, -1, i, 0.9, -16, -0.1, -4, -6, 15
10. c1ccc(SCc2nc(-c3cccnc3)no2)cc1
→ -2, -4, 0, i, -1.3, 6, -1.5, 6, -1, 17
11. Cn1c(CC(=O)Nc2ccccc2F)nnc1SCC(=O)NC1CCCCC1
→ 1, -4, 0, i, -0.8, -8, 79*, 2, 4, 13
12. COc1ccccc1CNC(=O)c1ccc(N(C)S(=O)(=O)c2ccc(C)cc2)cc1
→ -3, -10, 3, i, 4.4, 26, 0.2, 10, 34, 10
13. CCc1cccc(CC)c1NC(=O)COC(=O)Cc1ccsc1
→ 13, -3, 1, i, -0.9, 4, -0.4, -2, 11, -14
14. CCOC(=O)C1=NN(c2ccccc2)C(=O)/C1=C\c1ccc(N(C)C)cc1
→ 4, -1, 2, i, 1.2, -2, 0.0, 10, -4, 22
15. c1ccc(Cn2nnnc2CN2CCN(Cc3ccc4c(c3)OCO4)CC2)cc1
→ -2, -4, 0, i, -1.2, -2, -1.5, -1, 1, -15
16. Cc1cnc(NC(=O)c2sc3ccccc3c2Cl)s1
→ -1, 7, -1, i, 0.7, 7, -1.3, -2, -2, 0
17. C=CCNC(=O)COC(=O)c1c2c(nc3ccccc13)CCC2
→ 24, 4, 2, i, 2.7, 66*, -0.3, 8, -3, -11
18. O=C(Nc1cccc(-c2ccc(N3CCCCC3)nn2)c1)c1ccc(Br)o1
→ -3, 19, 8, i, 4.0, 2, -0.3, -1, -15, 4
19. CCCCN(C)C(=O)C1CCN(Cc2ccc(OCc3ccccc3)cc2)CC1
→ 2, -8, 0, i, -1.7, -2, -0.6, 16, -2, 3
20. COc1ccc(-n2cnnc2SCC(=O)NC2CCCc3ccccc32)cc1 (stereo not drawn)
→ 4, -1, 1, i, -1.2, 1, -1.3, 2, -1, 2
21. Cc1ccc(NC(=O)c2ccc(=O)[nH]n2)cc1S(=O)(=O)Nc1ccccc1Cl
→ 3, -2, 0, i, -1.1, -10, -0.4, 2, 1, 10
22. CC1CCN(c2ccc(C(=O)Nc3ccc4c(c3)OCO4)cc2[N+](=O)[O-])CC1
→ -9, 1, -2, i, 2.8, -7, -0.5, -4, -9, 18
23. COc1ccc(N(C)S(=O)(=O)c2cccc(C(=O)NCc3ccc(C)cc3)c2)cc1
→ -3, -10, -2, i, 0.6, -8, 0.0, 5, 6, 4
24. O=C(O)C1Cc2[nH]cnc2C(c2cccc([N+](=O)[O-])c2)N1 (stereo not drawn)
→ -8, 4, 2, i, 1.6, -6, -0.3, 4, 15, 7
25. Cc1c(C(=O)OCC(=O)NCc2ccccc2)oc2ccccc12
→ 0, -6, 5, i, 0.5, 8, -0.2, -1, -4, -8
26. CC1CCC2C(=O)N(c3ccc(Cc4ccncc4)cc3)C(=O)C2C1 (stereo not drawn)
→ 0, -2, 2, i, -0.5, 3, -0.8, 0, 0, 0
27. COc1ccccc1CNC(=O)C(NC(=O)c1ccccc1)C(C)C (stereo not drawn)
→ -5, -8, 0, i, 0.5, -3, -0.8, -11, -5, 14
28. C=CCNC(=O)c1ccccc1NC(=O)c1ccc(Cl)c(S(=O)(=O)Nc2ccccc2)c1
→ -9, -2, -3, i, 1.2, -20, -1.2, 12, 7, -2
29. Cc1ccnc2nc(C(=O)N3CCN(S(=O)(=O)c4ccccc4)CC3)nn12
→ 7, -1, -4, i, 0.3, 2, -1.3, -10, 0, -17
30. O=[N+]([O-])c1cccc(SSc2cccc([N+](=O)[O-])c2)c1
→ 4, 44*, 0, i, -1.8, -12, -0.2, 6, -20, 4

Reprinted: compounds 25 to 30
Every second line gives: DNMT1 inh, NadD block, STEP inh, Neddyl block, LMPTP block, Scp-1 inhibitor, TbMetRS inhib, CendR NRP1 mod, SUMO1 PPI mod, SKN-1 inh
25. Cc1c(C(=O)OCC(=O)NCc2ccccc2)oc2ccccc12
→ 0, -6, 5, i, 0.5, 8, -0.2, -1, -4, -8
26. CC1CCC2C(=O)N(c3ccc(Cc4ccncc4)cc3)C(=O)C2C1 (stereo not drawn)
→ 0, -2, 2, i, -0.5, 3, -0.8, 0, 0, 0
27. COc1ccccc1CNC(=O)C(NC(=O)c1ccccc1)C(C)C (stereo not drawn)
→ -5, -8, 0, i, 0.5, -3, -0.8, -11, -5, 14
28. C=CCNC(=O)c1ccccc1NC(=O)c1ccc(Cl)c(S(=O)(=O)Nc2ccccc2)c1
→ -9, -2, -3, i, 1.2, -20, -1.2, 12, 7, -2
29. Cc1ccnc2nc(C(=O)N3CCN(S(=O)(=O)c4ccccc4)CC3)nn12
→ 7, -1, -4, i, 0.3, 2, -1.3, -10, 0, -17
30. O=[N+]([O-])c1cccc(SSc2cccc([N+](=O)[O-])c2)c1
→ 4, 44*, 0, i, -1.8, -12, -0.2, 6, -20, 4

(next part)
Every second line gives: DNMT1 inh, NadD block, STEP inh, Neddyl block, LMPTP block, Scp-1 inhibitor, TbMetRS inhib, CendR NRP1 mod, SUMO1 PPI mod, SKN-1 inh
31. CCOc1ccc2[nH]cc(-c3csc(N)n3)c2c1
→ -36, 8, 3, i, 0.0, -4, -0.4, -23, 19, 13
32. O=C(N/N=C/c1c[nH]c2ccccc12)C1CC1c1ccccc1 (stereo not drawn)
→ -10, 5, 2, i, 1.8, -7, 0.1, -9, -3, 26
33. O=C(CCCC(=O)OCC1CCCO1)OCC1CCCO1 (stereo not drawn)
→ 2, -2, 1, i, -1.4, -2, -1.3, -3, -3, -11
34. Cc1cccc(CSc2cn(CC(=O)N3CCOCC3)c3ccccc23)c1
→ -14, -4, -2, i, 0.8, -6, -0.7, 8, -3, -1
35. COc1ccc(N2CCN(C(=O)CN3C(=O)NC4(CCCCCC4)C3=O)CC2)cc1
→ -2, 2, 2, i, -0.6, -4, 0.1, 2, -3, 10
36. O=C(C1CCC1)N1CCc2cc(S(=O)(=O)Nc3ccc4c(c3)OCO4)ccc21
→ -10, -1, 3, i, 2.2, -9, -0.4, -12, 9, 11
37. COc1ccc(-c2sc3cc(OC)c(OC)cc3c2C#CC2(O)CCCCC2)cc1
→ -35, -13, -4, ., 3.3, -4, -0.4, -2, -6, 10
38. Cc1ccc2cc(N)ccc2n1
→ -12, -6, 3, i, 0.2, -11, -0.7, -8, -5, 8
39. Cc1ccc([C@H]2C(C#N)=C(N)Oc3cc(C)oc(=O)c32)o1
→ 1, 1, 5, i, -0.7, -5, 0.6, -12, 15, 21
40. O=C(COc1ccc2c3c(c(=O)oc2c1)CCC3)NCCN1CCOCC1
→ 3, -1, -4, i, -1.1, -2, -0.7, 8, -5, 15
41. CCOc1ccc(NC(=O)C2CCCN(C(=O)NCc3ccccc3)C2)cc1 (stereo not drawn)
→ -5, -5, 2, i, -0.6, -12, 0.1, 10, 2, 1
42. C/C(=N\NC(=O)NC1CCCCC1)c1ccco1
→ 2, -5, -1, i, -1.6, 2, -0.6, -1, 1, 5
43. O=C(Nc1ccccc1C(=O)NCCCn1ccnc1)c1ccc(Cl)cc1Cl
→ 0, 2, 3, i, -7.4, -2, 0.2, 2, -2, 13
44. O=C(CN1CCCCC1)N1c2ccccc2Sc2ccc(C(F)(F)F)cc21
→ 4, 0, -4, i, 0.0, 0, 0.1, 15, 2, 13

Rows were taken by chance; any-hit rate near 4.6%.
